# Mtb BioA inh – inhibitors of Mycobacterium tuberculosis BioA enzyme | AID 602481 | purified M. tuberculosis BioA enzyme, plate reader | hit rate 0.096% among 360,000 | inhibition, % at 9.99 µM; in the data active means inhibition above about 40%
# * marks the source's active call; other numbers are inactive results.
SMILES,Mtb BioA inh
C[C@@H]1CN([C@H](C)CO)C(=O)c2cc(NC(=O)CCCCCC(=O)Nc3ccccc3N)ccc2O[C@H]1CN(C)C,2.2
O=C(CCN1CCCCC1)N[C@H]1CC[C@H](CCNC(=O)c2cc(Cl)cc(Cl)c2)O[C@H]1CO,-0.6
C[C@@H]1CN([C@@H](C)CO)S(=O)(=O)c2ccc(/C=C/c3ccccc3)cc2O[C@@H]1CN(C)Cc1cccnc1,-2.2
O=C(Cc1cccnc1)N1CCCCN2[C@H](CO)[C@@H](c3ccc(C#CC4CCCC4)cc3)[C@@H]2C1,0.8
C[C@H](CO)N1C[C@H](C)[C@H](CN(C)Cc2ccc(-c3ccccc3)cc2)Oc2ccc(NC(=O)CCCCCC(=O)Nc3ccccc3N)cc2CC1=O,-2.6
C[C@@H]1CN([C@@H](C)CO)C(=O)Cc2cc(NC(=O)Nc3cccc4ccccc34)ccc2O[C@@H]1CN(C)Cc1ccc(-c2ccccc2)cc1,-4.0
CCC(=O)Nc1ccc2c(c1)C(=O)N(C)C[C@H](OC)[C@@H](C)CN(C(=O)Cc1cccnc1)[C@H](C)CO2,-1.5
CO[C@@H]1CN(C)C(=O)c2ccc(NS(=O)(=O)c3ccccc3F)cc2OC[C@H](C)NC[C@H]1C,-0.4
Cc1noc(C)c1NC(=O)N(C)C[C@H]1Oc2cc(C#CCC(C)C)ccc2S(=O)(=O)N([C@H](C)CO)C[C@@H]1C,1.0
Cc1noc(C)c1NC(=O)Nc1cccc2c1O[C@@H](CN(C)Cc1ccc(-c3ccccc3)cc1)[C@@H](C)CN([C@@H](C)CO)C2=O,7.7
CC(C)NC(=O)Nc1ccc2c(c1)C(=O)N([C@@H](C)CO)C[C@@H](C)[C@H](CN(C)Cc1ccncc1)OCCCC[C@@H](C)O2,-1.7
C[C@@H]1CN([C@@H](C)CO)C(=O)c2cccc(NC(=O)c3nc4ccccc4s3)c2O[C@@H]1CN(C)C(=O)Nc1ccc(F)cc1,-0.3
Cc1ccccc1S(=O)(=O)N(C)C[C@@H]1OCc2cn(nn2)CCCC(=O)N([C@@H](C)CO)C[C@@H]1C,-0.9
C[C@H](O)C#Cc1ccc2c(c1)O[C@H](CN(C)Cc1cncnc1)[C@H](C)CN([C@H](C)CO)S2(=O)=O,4.4
CC(C)NC(=O)N(C)C[C@@H]1Oc2ccc(NC(=O)Nc3ccc(C(F)(F)F)cc3)cc2C(=O)N([C@H](C)CO)C[C@@H]1C,2.0
CCC(=O)N1[C@H](CO)[C@H](c2ccc(-c3ccc(F)cc3)cc2)[C@@H]1CNC(C)=O,5.3
Cc1noc(C)c1NC(=O)N(C)C[C@H]1OCCCC[C@@H](C)Oc2ccc(NC(=O)Nc3ccc4c(c3)OCO4)cc2C(=O)N([C@@H](C)CO)C[C@H]1C,-0.1
COc1ccccc1-c1cn(CC[C@H]2CC[C@@H](NC(=O)C3CCOCC3)[C@H](CO)O2)nn1,-1.7
CCCN1C[C@@H](C)[C@@H](OC)CN(C)C(=O)c2ccc(NC(=O)c3cccc(OC)c3)cc2OC[C@H]1C,-1.0
C[C@@H]1CN([C@@H](C)CO)C(=O)c2cc(NC(=O)CCC(F)(F)F)ccc2O[C@@H](C)CCCCO[C@@H]1CN(C)C(=O)Nc1ccccc1,2.3
COc1cccc(NC(=O)N(C)C[C@H]2Oc3ncc(C#Cc4cccnc4)cc3C(=O)N([C@@H](C)CO)C[C@@H]2C)c1,7.9
COc1ccc(NC(=O)Nc2ccc3c(c2)C(=O)N([C@@H](C)CO)C[C@@H](C)[C@H](CN(C)C(=O)NC2CCCCC2)O3)cc1,0.0
COc1ccc([Si](C)(C)[C@@H]2[C@@H](CCn3cc([C@H](O)c4ccccc4)nn3)O[C@]3(C(=O)N(C)c4ccccc43)[C@H]2C)cc1,-2.0
CC(=O)N(C)C[C@H]1Oc2ncc(C#Cc3ccccc3)cc2C(=O)N([C@H](C)CO)C[C@@H]1C,0.4
CNC[C@H]1Oc2ccc(NC(=O)C3CCCCC3)cc2C(=O)N([C@H](C)CO)C[C@H]1C,-2.3
# More records
SMILES,Mtb BioA inh
C[C@H]1CN([C@@H](C)CO)C(=O)c2cc(-c3cncnc3)cnc2O[C@H]1CN(C)C(=O)CN1CCOCC1,2.1
Cn1cnc(CCNC(=O)C[C@H]2CC[C@@H]3[C@H](COC[C@@H](O)CN3C(=O)Nc3ccc(C(F)(F)F)cc3)O2)c1,-0.7
CC(C)NC(=O)Nc1ccc2c(c1)C(=O)N([C@@H](C)CO)C[C@H](C)[C@@H](CN(C)C(=O)Nc1ccc(C(F)(F)F)cc1)O2,-0.9
CCCN(C)C[C@H]1OCCCC[C@H](C)Oc2ccc(N(C)C)cc2C(=O)N([C@@H](C)CO)C[C@H]1C,0.7
O=C([C@@H]1N[C@@H]2c3ccc(C4=CCCCC4)c(=O)n3C[C@@H]2[C@H]1CO)N1CCC(Cc2ccccc2)CC1,-1.3
CC(C)NC(=O)N(C)C[C@@H]1OCCCC[C@H](C)Oc2ccc(NC(=O)c3ccccc3)cc2C(=O)N([C@H](C)CO)C[C@@H]1C,-0.9
O=C(C[C@H]1CC[C@@H]2[C@H](COC[C@@H](O)CN2CC2CCOCC2)O1)NCC1CCCCC1,-2.3
COc1ccc(CN2C[C@H](O)COC[C@@H]3O[C@@H](CC(=O)N4CCc5ccccc5C4)CC[C@H]32)cc1,-0.5
COC(=O)c1c(CC[C@@H](CO)NC(=O)N[C@@H](Cc2ccccc2)Cn2cc(C3(O)CCCC3)nn2)oc(C(=O)N2CCOCC2)c1C(=O)OC,0.4
C[C@@H]1CN([C@@H](C)CO)C(=O)c2ccccc2-c2ccccc2CO[C@@H]1CN(C)C(=O)c1ccncc1,1.9
O=C(C[C@H]1C=C[C@@H](NC(=O)Nc2ccc3c(c2)OCO3)[C@H](CO)O1)NCc1ccc(Cl)cc1,2.0
COc1ccc(NC(=O)Nc2ccc3c(c2)[C@@H]2C[C@H](CC(=O)N[C@@H](C)c4ccccc4)O[C@@H](CO)[C@@H]2O3)cc1,-1.7
C/C=C/c1ccc2c(c1)O[C@H](CN(C)CC1CCOCC1)[C@H](C)CN([C@@H](C)CO)S2(=O)=O,-6.3
C[C@H]1CN([C@@H](C)CO)C(=O)c2cccc(NC(=O)c3ccncc3)c2O[C@H]1CN(C)CC1CC1,1.4
CN1C(=O)c2cc(NC(=O)c3ccccc3F)ccc2OC[C@H]2O[C@H](CC(=O)NCc3ccc4c(c3)OCO4)CC[C@@H]21,-1.1
COCC(=O)N1C[C@H]2[C@@H](c3ccccc31)[C@H](CO)N2C(=O)C1CCCCC1,-2.2
CCC(=O)N1CC[C@@H]2[C@H](CO)Nc3ccc(C#Cc4cccnc4)cc3[C@@H]21,2.3
C[C@@H]1CCCCO[C@H](CN(C)S(=O)(=O)c2cn(C)cn2)[C@H](C)CN([C@@H](C)CO)C(=O)c2cc(NC(=O)Nc3ccc4c(c3)OCO4)ccc2O1,-3.1
O=C(NCC1CCCCC1)[C@@H]1[C@@H](CO)[C@@H]2Cn3c(ccc(C4=CCCCC4)c3=O)[C@H]1N2,0.6
COc1cccc(NC(=O)N[C@H]2C=C[C@@H](CC(=O)N3CCCCC3)O[C@H]2CO)c1,-0.1
CS(=O)(=O)Nc1ccc2c(c1)[C@@H]1C[C@H](CC(=O)N3CCOCC3)O[C@H](CO)[C@@H]1O2,-6.5
CCNC(=O)C[C@@H]1CC[C@@H]2[C@H](COC[C@@H](O)CN2C(=O)Nc2ccc(Cl)c(Cl)c2)O1,18
C[C@@H]1CN([C@H](C)CO)C(=O)c2ccccc2-c2ccccc2CO[C@@H]1CN(C)S(=O)(=O)c1ccc(C(F)(F)F)cc1,0.9
CC(C)NC(=O)Nc1ccc2c(c1)C(=O)N([C@@H](C)CO)C[C@H](C)[C@@H](CN(C)S(=O)(=O)c1ccc(F)cc1)O2,3.6
CC(C)NC(=O)Nc1ccc2c(c1)C(=O)N([C@@H](C)CO)C[C@@H](C)[C@@H](CN(C)Cc1ccc3c(c1)OCO3)O2,-3.4

# Part of the list above, reformatted.
molecule | Mtb BioA inh
CN1C(=O)c2cc(NC(=O)c3ccccc3F)ccc2OC[C@H]2O[C@H](CC(=O)NCc3ccc4c(c3)OCO4)CC[C@@H]21 | -1.1
COCC(=O)N1C[C@H]2[C@@H](c3ccccc31)[C@H](CO)N2C(=O)C1CCCCC1 | -2.2
CCC(=O)N1CC[C@@H]2[C@H](CO)Nc3ccc(C#Cc4cccnc4)cc3[C@@H]21 | 2.3
C[C@@H]1CCCCO[C@H](CN(C)S(=O)(=O)c2cn(C)cn2)[C@H](C)CN([C@@H](C)CO)C(=O)c2cc(NC(=O)Nc3ccc4c(c3)OCO4)ccc2O1 | -3.1
O=C(NCC1CCCCC1)[C@@H]1[C@@H](CO)[C@@H]2Cn3c(ccc(C4=CCCCC4)c3=O)[C@H]1N2 | 0.6
COc1cccc(NC(=O)N[C@H]2C=C[C@@H](CC(=O)N3CCCCC3)O[C@H]2CO)c1 | -0.1
CS(=O)(=O)Nc1ccc2c(c1)[C@@H]1C[C@H](CC(=O)N3CCOCC3)O[C@H](CO)[C@@H]1O2 | -6.5
CCNC(=O)C[C@@H]1CC[C@@H]2[C@H](COC[C@@H](O)CN2C(=O)Nc2ccc(Cl)c(Cl)c2)O1 | 18
C[C@@H]1CN([C@H](C)CO)C(=O)c2ccccc2-c2ccccc2CO[C@@H]1CN(C)S(=O)(=O)c1ccc(C(F)(F)F)cc1 | 0.9
CC(C)NC(=O)Nc1ccc2c(c1)C(=O)N([C@@H](C)CO)C[C@H](C)[C@@H](CN(C)S(=O)(=O)c1ccc(F)cc1)O2 | 3.6
CC(C)NC(=O)Nc1ccc2c(c1)C(=O)N([C@@H](C)CO)C[C@@H](C)[C@@H](CN(C)Cc1ccc3c(c1)OCO3)O2 | -3.4

# New compounds follow
SMILES,Mtb BioA inh
C[C@H]1CN([C@@H](C)CO)C(=O)Cc2cc(NC(=O)Nc3ccc(C(F)(F)F)cc3)ccc2O[C@H]1CN(C)CC1CCCCC1,0.6
Cc1ccc(S(=O)(=O)N[C@H]2CC[C@@H](CCNC(=O)C3CCCCC3)O[C@H]2CO)cc1,-1.5
CS(=O)(=O)N1CCCCN2[C@@H](CO)[C@@H](c3ccc(C4=CCCC4)cc3)[C@@H]2C1,4.9
C[C@@H]1CCCCO[C@@H](CN(C)CC2CCCCC2)[C@@H](C)CN([C@@H](C)CO)C(=O)c2cc(NC(=O)Nc3cccc4ccccc34)ccc2O1,-3.7
COc1ccc(S(=O)(=O)N2CCCCN3[C@H](CO)[C@H](c4ccc(C#CCC(C)C)cc4)[C@@H]3C2)cc1,-3.2
CCCN1[C@H](C(=O)N[C@@H](C)c2ccccc2)[C@@H](CO)[C@@H]2Cn3c(ccc(-c4cccc(F)c4)c3=O)[C@@H]21,3.5
C[C@H]1CN([C@@H](C)CO)C(=O)c2cc(NC(=O)Nc3ccc4c(c3)OCO4)ccc2O[C@H]1CN(C)Cc1ccc(Cl)c(Cl)c1,-0.3
Cc1noc(C)c1NC(=O)N(C)C[C@@H]1OCCCC[C@@H](C)Oc2ccc(NS(=O)(=O)c3c(C)noc3C)cc2C(=O)N([C@H](C)CO)C[C@H]1C,-0.4
CO[C@H]1CN(C)C(=O)c2cc(NC(C)=O)ccc2OC[C@H](C)N(C(=O)c2ccc(F)cc2)C[C@@H]1C,0.5
O=C(NCC[C@H]1CC[C@H](NS(=O)(=O)c2ccc(Cl)cc2)[C@@H](CO)O1)c1ccc2c(c1)OCO2,1.5
CC(=O)N1[C@H](CO)[C@@H]2c3ccccc3N(C(=O)c3ccc(F)cc3)C[C@@H]21,-3.3
O=C(C[C@H]1C[C@H]2c3cc(NC(=O)C4CCC4)ccc3O[C@H]2[C@@H](CO)O1)NCC(F)(F)F,3.5
C[C@H]1CN([C@@H](C)CO)C(=O)c2cc(NC(=O)NC3CCCCC3)ccc2O[C@H]1CN(C)Cc1ccc(Cl)c(Cl)c1,4.5
O=C(C[C@H]1CC[C@@H](NC(=O)Nc2cc(F)ccc2F)[C@H](CO)O1)NCc1ccc2c(c1)OCO2,0.8
O=C(NC1CCCCC1)N[C@H]1CC[C@@H](CC(=O)N2CCOCC2)O[C@@H]1CO,-2.1
O=C(NCC[C@H]1CC[C@H](NC(=O)C2CCCCC2)[C@H](CO)O1)c1ccc(F)cc1,-2.5
CCC(=O)N1[C@@H](CO)[C@@H](c2ccc(C3=CCCC3)cc2)[C@@H]1CNC(=O)CN(C)C,-2.9
C/C=C/c1ccc2c(c1)O[C@H](CN(C)C(=O)CC)[C@H](C)CN([C@@H](C)CO)S2(=O)=O,-1.0
COCC#Cc1cnc2c(c1)C(=O)N([C@H](C)CO)C[C@@H](C)[C@@H](CN(C)C(=O)c1cccc(F)c1)O2,0.5
C[C@H](NC(=O)C[C@H]1CC[C@H](NC(=O)CN2CCOCC2)[C@H](CO)O1)c1ccccc1,4.6
C[C@H](CO)N1C[C@H](C)[C@H](CN(C)Cc2cccc(F)c2)Oc2ncc(C#C[C@@H](C)O)cc2C1=O,0.9
C[C@H](CO)N1C[C@H](C)[C@@H](CN(C)C(=O)Nc2ccc(C(F)(F)F)cc2)OCCCC[C@H](C)Oc2ccc(NC(=O)Cc3ccccc3)cc2C1=O,-4.8
O=C(C[C@H]1CC[C@@H]2[C@H](COC[C@@H](O)CN2Cc2cc(F)cc(F)c2)O1)NC1CCCC1,2.3
COc1ccc(NC(=O)Nc2ccc3c(c2)C(=O)N([C@@H](C)CO)C[C@H](C)[C@@H](CN(C)S(=O)(=O)c2ccc(OC)cc2)OCCCC[C@@H](C)O3)cc1,-1.0
CC(=O)N(C)C[C@@H]1Oc2ncc(C#Cc3cccnc3)cc2C(=O)N([C@H](C)CO)C[C@@H]1C,0.6
# The listing continues:
SMILES,Mtb BioA inh
C[C@H](NC(=O)N(C)C[C@H]1OCc2ccccc2-c2ccccc2C(=O)N([C@@H](C)CO)C[C@@H]1C)c1ccccc1,-0.8
CN(C)C(=O)C[C@@H]1CC[C@@H](NS(=O)(=O)c2ccccc2)[C@H](CO)O1,-1.9
C[C@H]1CN([C@@H](C)CO)S(=O)(=O)c2ccc(-c3ccccc3)cc2O[C@@H]1CN(C)S(=O)(=O)c1ccccc1F,0.9
CN1C[C@H]2[C@@H](c3ccccc31)[C@H](CO)N2S(=O)(=O)c1ccccc1,-0.5
COc1ccccc1-c1cn(CC[C@H]2CC[C@@H](NC(=O)c3cnccn3)[C@@H](CO)O2)nn1,6.0
Cc1cccc(S(=O)(=O)N2CCCCN3[C@H](C2)[C@@H](c2ccc(C#CC(C)C)cc2)[C@@H]3CO)c1,-1.3

# These rows are one share of the data (hit frequency here may not be typical).
